TDP1 inh = blocks human tyrosyl-DNA phosphodiesterase 1 | recombinant TDP1, AlphaScreen DNA substrate cleavage | Q9NUW8 | AID 485290 | Potency, µM (top dose mostly 130 µM), inactives show at the top dose activity change, negative = inhibition, most hits filed as inhibitors | hit rate 0.28% among 350,000; also: nearly all actives have a fitted effect of over 40% in size
Target sequence (Q9NUW8 whole entry, looked up): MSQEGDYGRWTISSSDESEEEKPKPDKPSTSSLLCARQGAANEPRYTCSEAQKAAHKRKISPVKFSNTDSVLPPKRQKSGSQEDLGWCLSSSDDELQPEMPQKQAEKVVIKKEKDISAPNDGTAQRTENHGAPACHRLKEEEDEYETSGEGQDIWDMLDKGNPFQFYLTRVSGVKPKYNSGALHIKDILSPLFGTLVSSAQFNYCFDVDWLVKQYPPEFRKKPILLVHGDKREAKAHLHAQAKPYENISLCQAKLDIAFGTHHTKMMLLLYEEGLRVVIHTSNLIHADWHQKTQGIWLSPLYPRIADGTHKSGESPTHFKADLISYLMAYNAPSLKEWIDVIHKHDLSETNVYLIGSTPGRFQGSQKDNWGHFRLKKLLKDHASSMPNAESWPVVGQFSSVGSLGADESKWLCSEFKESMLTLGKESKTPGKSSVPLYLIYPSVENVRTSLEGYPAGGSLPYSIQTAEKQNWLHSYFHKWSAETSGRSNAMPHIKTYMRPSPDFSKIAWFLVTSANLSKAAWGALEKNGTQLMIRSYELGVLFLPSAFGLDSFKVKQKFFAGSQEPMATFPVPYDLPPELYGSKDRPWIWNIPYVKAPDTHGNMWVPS
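Enzyme-compound mixtures sat 15 min at room temperature, followed by a 5 min reaction with 15 nM final substrate and 10 min with AlphaScreen beads. Recombinant human Tdp1 was used at 1 nM final.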
TDP1 cell noCPT = qHTS for Inhibitors of human tyrosyl-DNA phosphodiesterase 1 (TDP1): qHTS in cells in absence of CPT. DT40 Tdp1-/- hTDP1 cells, no CPT, ATP luminescence, 48 h. Potency, µM (highest dose often 46.2 µM), for the others: at the top dose activity change, negative = growth inhibition, actives largely listed as inhibitors. hit rate 15% among 420,000. AID 686978, 2013; also: nearly all actives have a fitted effect of over 55% in size
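Seeded 400 DT40-hTDP1 cells/well (vehicle DMSO, no 20 nM CPT); pinned compounds; ≥48 hr at 37 °C; CellTiter-Glo luminescence as viability measure.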
N370S GC = N370S glucocerebrosidase modulation, Gaucher chaperone candidate; P04062; N370S GC spleen homogenate, 4MU-glucoside fluorescence; Potency, µM (highest dose often 59.4 µM), for the others: top-dose activity change, negative = inhibition, usual class: inhibitors; hit rate 0.092% among 330,000;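 also: 0% = full enzyme activity and -100% = no enzyme basal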
An asterisk follows results filed as active; & = joins results of further samples; [ ] = another dose, or the depositor's remark. Calls follow the shape of the dose curve; as a rule, active = well fitted curve in the direction sought with a large enough effect; inconclusive = small, poorly fitted or top-dose-only effect, or another doubt; inactive = no such curve, though single readings can be large; an effect the other way counts as inactive or inconclusive. Unless noted, % is scaled to controls: 0 for no effect and ±100 for the full control effect; potency is read from the fitted curve at half-maximal effect. Only part of the results is shown. The share of hits here may be higher or lower than overall.

CCOc1ccc(CCNC(=O)C2CC(=O)N(CCc3ccc(OC)c(OC)c3)C2)cc1OCC (stereo not drawn) was read as TDP1 inh -11%&-3%, TDP1 cell noCPT -7%&-9% and N370S GC -3%.
`Cc1ccc(S(=O)(=O)NCC(=O)NNC(=O)c2ccc(Br)cc2)cc1C` gave TDP1 inh 2% and TDP1 cell noCPT -13%.
`Cc1nc2ccc(S(=O)(=O)N(C)CC(=O)Nc3ccccc3F)cc2s1` gave TDP1 inh 0%, TDP1 cell noCPT -14% and N370S GC 13%.
`N#Cc1cnc(Oc2ccc(Cl)cc2)nc1N` gave TDP1 cell noCPT 22% and N370S GC -4%.
CN(C)CCCN1C(=O)C(=O)/C(=C(/O)c2ccncc2)C1c1cccc(Br)c1 (stereo not drawn) was read as TDP1 inh 3%, TDP1 cell noCPT 4% and N370S GC -10%.
COc1ccc(CC(=O)OCC(=O)Nc2ccc3[nH]c(=O)[nH]c3c2)cc1 was read as TDP1 cell noCPT 8% and N370S GC -4%.
For CCc1ccccc1NC(=O)c1ccc2nc(N3CCOCC3)sc2c1 the results were TDP1 cell noCPT -23% and N370S GC 3%.
`O=C(Cn1cccc1C(=O)c1ccccc1)NCc1cccs1` gave TDP1 inh 0%, TDP1 cell noCPT -5% and N370S GC 15%.
CCN(CC)S(=O)(=O)c1ccc2c(c1)N(CC(=O)Nc1ccc(C)cc1C)C(=O)C1CCCN21 (stereo not drawn) was read as TDP1 inh 3% and TDP1 cell noCPT inconclusive.
Screening S=C(NCc1cccnc1)c1ccccc1 returned TDP1 cell noCPT inconclusive and N370S GC -16%.
CC1CN(S(=O)(=O)c2cccc(C(=O)NCc3ccccn3)c2)CC(C)O1 (stereo not drawn) was read as TDP1 inh 2% and TDP1 cell noCPT 20%.
Screening CCOC(=O)c1nnn(-c2nonc2N)c1CN(CC)c1ccccc1 returned TDP1 inh 6%, TDP1 cell noCPT inconclusive and N370S GC 1%.

Quoted at random: two compounds from above
`Cc1nc2ccc(S(=O)(=O)N(C)CC(=O)Nc3ccccc3F)cc2s1` gave TDP1 inh 0%, TDP1 cell noCPT -14% and N370S GC 13%.
Screening CCOC(=O)c1nnn(-c2nonc2N)c1CN(CC)c1ccccc1 returned TDP1 inh 6%, TDP1 cell noCPT inconclusive and N370S GC 1%.

(listing goes on)
`CCCCOCCCNC(=S)Nc1ccc(S(=O)(=O)N2CCOCC2)cc1` gave TDP1 cell noCPT inconclusive and N370S GC 4%.
Screening Cc1ccc(C(=O)NC(C)(COc2nonc2C)COc2nonc2C)cc1 returned TDP1 inh 5%, TDP1 cell noCPT inconclusive and N370S GC -3%.
Screening CC[C@H](C)[C@H](NC(=O)[C@H](Cc1ccc(O)cc1)NC(=O)[C@H](CCCNC(=N)N)NC(=O)[C@H](CCCNC(=N)N)NC(=O)[C@H](CC(C)C)NC(=O)[C@H](CCC(N)=O)NC(=O)[C@@H](NC(=O)[C@H](CCC(=O)O)NC(=O)[C@H](Cc1ccc(O)cc1)NC(=O)[C@H](CCC(N)=O)NC(=O)[C@H](C)NC(=O)[C@H](CCCNC(=N)N)NC(=O)[C@H](CCC(N)=O)NC(=O)[C@H](CCC(=O)O)NC(=O)[C@H](Cc1cnc[nH]1)NC(=O)[C@@H](NC(=O)[C@H](C)NC(=O)[C@H](Cc1ccc(O)cc1)NC(=O)[C@H](CC(=O)O)NC(=O)CNC(=O)[C@@H]1CCCN1C(=O)[C@H](Cc1ccc(O)cc1)NC(=O)[C@H](CCSC)NC(=O)[C@@H]1CCCN1C(=O)[C@H](CCC(=O)O)NC(=O)[C@H](CC(C)C)NC(=O)[C@@H]1CCCN1C(=O)[C@H](C)N)[C@@H](C)O)[C@@H](C)O)C(=O)N[C@@H](CC(N)=O)C(=O)N[C@H](C(=O)N[C@@H](CC(C)C)C(=O)N[C@H](C(=O)N[C@@H](CCCNC(=N)N)C(=O)N1CCC[C@H]1C(=O)N[C@@H](CCCNC(=N)N)C(=O)N[C@@H](Cc1ccc(O)cc1)C(N)=O)[C@@H](C)O)[C@@H](C)O returned TDP1 inh 8% and N370S GC -6%.
`Cc1cccc(N2CCN(C(=O)c3ccccc3NC(=O)C3CC=CCC3C(=O)O)CC2)c1` (stereo not drawn) gave TDP1 inh 4%, TDP1 cell noCPT 5.8µM* and N370S GC -1%.
For O=C(CCC(=O)N1CCOc2ccc(Cl)cc21)NCCCN1CCN(Cc2ccccc2)CC1 the results were TDP1 cell noCPT -21% and N370S GC -7%.
Screening O=C(CNS(=O)(=O)c1ccc2ccccc2c1)OCC(=O)c1ccc(Br)s1 returned TDP1 inh -8%, TDP1 cell noCPT inconclusive and N370S GC 28%.
Screening COC(=O)C(C)Sc1ncnc2c1nnn2-c1ccc(F)cc1 (stereo not drawn) returned TDP1 inh -2%, TDP1 cell noCPT inconclusive and N370S GC -19%.
For COc1ccccc1NS(=O)(=O)c1ccc(NC(=O)c2ccccn2)cc1 the results were TDP1 inh -11%, TDP1 cell noCPT inconclusive and N370S GC -1%.
`COc1cc(NC(=O)CSc2ccc(-c3sc(C)nc3C)nn2)cc(OC)c1` gave TDP1 inh 0% and TDP1 cell noCPT 18µM*.
Screening O=C(NC1CCCC1)c1ccc(CS(=O)(=O)c2cccc(C(F)(F)F)c2)o1 returned TDP1 inh 1%, TDP1 cell noCPT -25% and N370S GC 4%.
CCN(C(=O)c1ccc(S(=O)(=O)N2CCC(C)CC2)cc1)C1CCS(=O)(=O)C1 (stereo not drawn) was read as TDP1 cell noCPT -11% and N370S GC -9%.
`COc1cccc(Cn2cnc3c(N)c(C)c(C)cc32)c1` gave TDP1 inh 6%, TDP1 cell noCPT -38% and N370S GC 3%.
`CCn1c(=O)cc(SCC(=O)Nc2cccc(C)n2)c2ccccc21` gave TDP1 inh 1%, TDP1 cell noCPT inconclusive and N370S GC -1%.
`Cc1ccc(N2C(=O)CC(Nc3ccccc3)C2=O)cc1` (stereo not drawn) gave TDP1 inh -2%, TDP1 cell noCPT 9% and N370S GC 0%.
`CC1Cc2nc(SCC(=O)NC3CCCCC3)n(C)c(=O)c2S1` (stereo not drawn) gave TDP1 inh -3%, TDP1 cell noCPT -22% and N370S GC 13%.
Screening CCCCNC(=O)c1onc(CSc2ccccc2)c1C(=O)O returned TDP1 inh 6%, TDP1 cell noCPT -2% and N370S GC -3%.
CCOc1cc(C(=O)OCC(=O)Nc2ncc(Cl)c(C)c2Cl)ccc1OCC(=O)N1CCOCC1 was read as TDP1 inh 0%, TDP1 cell noCPT inconclusive and N370S GC 3%.
CCC(Sc1nc2ccccc2c2nc(CCc3c(C)n[nH]c3C)nn12)C(=O)Nc1ccc(F)cc1 (stereo not drawn) was read as TDP1 inh 2% and TDP1 cell noCPT -14%.
CC1CN(C(=O)COC(=O)Cc2ccc(Cl)cc2)CC(C)O1 (stereo not drawn) was read as TDP1 inh 2% and TDP1 cell noCPT 20%.
Screening Cc1nn2c(CN(C(=O)CN3CCOCC3)c3ccccc3)nnc2c2ccccc12 returned TDP1 inh 3%, TDP1 cell noCPT -4% and N370S GC 3%.
Screening CSc1nc(-c2ccccc2)c(C#N)c(=O)[nH]1 returned TDP1 inh -3%, TDP1 cell noCPT -15% and N370S GC -6%.
Screening Cc1ccc(S(=O)(=O)c2c(C)cc(C)nc2N2CCCCC2)cc1 returned TDP1 inh 0%, TDP1 cell noCPT 18µM* and N370S GC 13%.
CCOC(=O)c1ccc(NS(=O)(=O)c2ccc(-c3cc(C)no3)cc2)cc1 was read as TDP1 inh 6% and TDP1 cell noCPT inconclusive.
`COc1ccc(NC(=O)C2CC(c3ccccc3O)=NO2)cc1OC` (stereo not drawn) gave TDP1 cell noCPT -29% and N370S GC 4%.
Screening Cc1cnc(CNc2ncncc2-c2cccc(C#N)c2)cn1 returned TDP1 cell noCPT 0% and N370S GC -7%.
For COc1ccc(NC(=O)c2cc(C)on2)cc1OC the results were TDP1 inh 7%, TDP1 cell noCPT -11% and N370S GC 0%.
For O=C(CC1SC(=O)NC1=O)Oc1ccc(/C=N/NC(=O)c2ccccc2O)cc1 (stereo not drawn) the results were TDP1 inh 5%, TDP1 cell noCPT -11% and N370S GC -9%.
For Cc1ccccc1NC(=O)COC(=O)C1C2CC3OC(=O)C1C3C2 (stereo not drawn) the results were TDP1 cell noCPT -2% and N370S GC 0%.
For COC(=O)c1ccc(NC(=O)Cc2ccc(C)cc2)cc1 the results were TDP1 inh 5%, TDP1 cell noCPT -12% and N370S GC 1%.
COC/C=C/C1=CC2=CC(=O)C(C)(OC(=O)c3cnc4ccccc4n3)C(=O)C2=CN1Cc1ccc2c(c1)OCO2 (stereo not drawn) was read as TDP1 inh 3%[21 µM] and N370S GC 6%[12.8 µM].
Cc1cc(C(=O)COC(=O)c2ccc(F)cc2)c(C)n1C was read as TDP1 inh 1% and TDP1 cell noCPT 2%.
For COc1ccc(/C=C/C(=O)NCCCn2ccnc2)cc1 the results were TDP1 inh 3%, TDP1 cell noCPT -30% and N370S GC 12%.
Screening C[C@@H]1CCC2[C@](C)(CO)[C@@H](O)CC[C@]2(C)[C@]12CCC(CO)(CCO)O2 (stereo partly drawn) returned TDP1 inh 9%, TDP1 cell noCPT 3%[9.04 µM] and N370S GC 6%.
For CC(=O)c1cccc(NC(=O)c2ccc3nc(Cc4ccccc4)oc3c2)c1 the results were TDP1 inh -1% and TDP1 cell noCPT inconclusive.
For COc1cc(NC(=O)c2ccccc2Cl)ccc1NC(=O)c1ccco1 the results were TDP1 inh 0%, TDP1 cell noCPT 3% and N370S GC -2%.
Screening COc1ccc(NC(=O)CN(C)C(C)C(=O)N2CCCCC2)cc1 (stereo not drawn) returned TDP1 inh -2%, TDP1 cell noCPT -9% and N370S GC -11%.
Screening CCn1c(SCC(=O)NCc2ccco2)nnc1C(C)C returned TDP1 inh -2%, TDP1 cell noCPT -1% and N370S GC -2%.
For CN1C(=O)OC(C)(CCc2ccccc2)C1(C)O (stereo not drawn) the results were TDP1 inh 5%, TDP1 cell noCPT 4% and N370S GC -27%.
`CCOc1ccccc1NC(=O)C1=C(C)Nc2ncnn2C1c1ccc(C)o1` (stereo not drawn) gave TDP1 inh 7% and TDP1 cell noCPT -1%.
Screening CCS(=O)(=O)c1ccc(O)c(NC(=O)COc2ccc(Cl)cc2)c1 returned TDP1 inh 3%, TDP1 cell noCPT -26% and N370S GC -7%.
For CC1Cc2nc(SCC(=O)NCc3ccccc3)n(Cc3ccccc3)c(=O)c2S1 (stereo not drawn) the results were TDP1 inh 5%, TDP1 cell noCPT inconclusive and N370S GC 6%.
For CCn1c(SCC(=O)NCc2ccco2)nc2ccccc2c1=O the results were TDP1 inh 4%, TDP1 cell noCPT -1% and N370S GC 25%.
For Cc1ccc(NC(=O)c2nc[nH]c2C(=O)Nc2ccc(C)cc2)cc1 the results were TDP1 inh 2%, TDP1 cell noCPT 7.3µM* and N370S GC 6%.
For COc1ccc(CN(C)CC(=O)Nc2ccccc2C(=O)NC2CC2)cc1OC the results were TDP1 inh 0%[56.1 µM] and TDP1 cell noCPT -6%.

Structures shown so far with a Cl atom (6):
`N#Cc1cnc(Oc2ccc(Cl)cc2)nc1N` gave TDP1 cell noCPT 22% and N370S GC -4%.
For O=C(CCC(=O)N1CCOc2ccc(Cl)cc21)NCCCN1CCN(Cc2ccccc2)CC1 the results were TDP1 cell noCPT -21% and N370S GC -7%.
CCOc1cc(C(=O)OCC(=O)Nc2ncc(Cl)c(C)c2Cl)ccc1OCC(=O)N1CCOCC1 was read as TDP1 inh 0%, TDP1 cell noCPT inconclusive and N370S GC 3%.
CC1CN(C(=O)COC(=O)Cc2ccc(Cl)cc2)CC(C)O1 (stereo not drawn) was read as TDP1 inh 2% and TDP1 cell noCPT 20%.
For COc1cc(NC(=O)c2ccccc2Cl)ccc1NC(=O)c1ccco1 the results were TDP1 inh 0%, TDP1 cell noCPT 3% and N370S GC -2%.
Screening CCS(=O)(=O)c1ccc(O)c(NC(=O)COc2ccc(Cl)cc2)c1 returned TDP1 inh 3%, TDP1 cell noCPT -26% and N370S GC -7%.
